GPT2 inh = Primary qHTS assay for inhibitors of Glutamate pyruvate transaminase 2 (GPT2) | Recombinant GPT2, coupled pyruvate oxidase/HRP Amplex Red fluorescence | Potency, µM (titrated, usually from 57.7 µM), for the others: at the highest dose activity change, negative = inhibition, most hits filed as inhibitors | 100,000 compounds, 0.25% hits; note: potency is the fitted concentration of half-maximal effect; nearly all actives have a fitted effect of over 60% in size; many of its hits are not listed in these tables
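GPT2 10ng/uL, a-KG 250uM, L-Ala 2mM, HEPES pH7.5 + 0.0001% Tween; 30 min RT. Then Amplex mix (PO/HRP/ThPP), 30 min RT dark, fluorescence. AOA 50uM used as positive control.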
SNCA expr inhib = Primary qHTS assay for inhibitors of alpha-synuclein gene (SNCA) expression | Potency, µM (series often up to 57.2 µM), inactives show top-dose activity change, negative = inhibition, actives largely listed as inhibitors | AID 1671194, 2021 | HEK-293 SNCA-luciferase knock-in, luminescence, 24 h | 140,000 compounds, 0.17% hits;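 note: potency is the fitted concentration of half-maximal effect; plate controls were DMSO cells for no effect and cell-free wells for full effect; nearly all actives have a fitted effect of over 45% in size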
HEK cytotox = Cytotoxic Profiling in HEK 293 Cell Line of Diverse Libraries Using Quantitative High-Throughput Screening | HEK 293 viability, ATP luminescence (CellTiter-Glo), 48-72 h | Potency, µM (series often up to 115 µM), without a hit: at the highest dose activity change, negative = cytotoxicity, most hits filed as inhibitors | 94,000 compounds, 6.6% hits; note: potency is the fitted concentration of half-maximal effect; nearly all actives have a fitted effect of over 60% in size
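HEK 293 seeded at 250 cells/well receive compound via pintool. After 48 or 72 hr at 37 degree Celsius, 5% CO2 and 95% humidity, CellTiter-Glo is dispensed and luminescence read following 10 min at room temperature.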
IP6K1 inhibitor = Primary qHTS assay for small molecule inhibitors of Inositol hexaphosphate kinase 1 (IP6K1) | IP6K1 kinase, ADP-Glo luminescence, 2 h; hits give low values | activity change, % (series mostly up to about 58 µM) | 140,000 compounds, 0.81% hits; in the data active = activity change below about -25%
Target sequence (Q92551 whole entry, looked up): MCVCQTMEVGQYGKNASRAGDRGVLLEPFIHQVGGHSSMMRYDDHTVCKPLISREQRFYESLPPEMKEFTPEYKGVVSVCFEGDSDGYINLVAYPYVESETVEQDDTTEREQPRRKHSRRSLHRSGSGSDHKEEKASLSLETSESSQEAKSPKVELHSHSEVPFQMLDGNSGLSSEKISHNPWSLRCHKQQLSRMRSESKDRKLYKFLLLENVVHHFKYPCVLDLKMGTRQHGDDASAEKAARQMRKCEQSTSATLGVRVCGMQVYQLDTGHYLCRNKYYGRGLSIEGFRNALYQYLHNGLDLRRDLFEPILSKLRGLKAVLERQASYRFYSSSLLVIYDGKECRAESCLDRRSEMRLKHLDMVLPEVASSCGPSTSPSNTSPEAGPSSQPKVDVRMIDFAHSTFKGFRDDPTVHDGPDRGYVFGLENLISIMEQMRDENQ
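ADP-Glo luminescence measures ADP made by human IP6K1 during a 2 h RT reaction with ATP/IP6 (mix at 1.3 mM/130 uM); top library doses 57.5 and 19.1 uM final.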
FLuc inh = Firefly luciferase inhibition profiling of diverse chemical library using quantitative high-throughput screening; Luciferin 4-monooxygenase (Photinus pyralis), P08659; purified P. pyralis luciferase, luminescence, biochemical; Potency, µM (series often up to 115 µM), inactives show at the top dose activity change, negative = inhibition, hits mostly inhibitors; 76,000 compounds, 2.5% hits; AID 1347043, 2019; note: potency is the fitted concentration of half-maximal effect; nearly all actives have a fitted effect of over 65% in size
Target sequence (P08659 whole entry, looked up): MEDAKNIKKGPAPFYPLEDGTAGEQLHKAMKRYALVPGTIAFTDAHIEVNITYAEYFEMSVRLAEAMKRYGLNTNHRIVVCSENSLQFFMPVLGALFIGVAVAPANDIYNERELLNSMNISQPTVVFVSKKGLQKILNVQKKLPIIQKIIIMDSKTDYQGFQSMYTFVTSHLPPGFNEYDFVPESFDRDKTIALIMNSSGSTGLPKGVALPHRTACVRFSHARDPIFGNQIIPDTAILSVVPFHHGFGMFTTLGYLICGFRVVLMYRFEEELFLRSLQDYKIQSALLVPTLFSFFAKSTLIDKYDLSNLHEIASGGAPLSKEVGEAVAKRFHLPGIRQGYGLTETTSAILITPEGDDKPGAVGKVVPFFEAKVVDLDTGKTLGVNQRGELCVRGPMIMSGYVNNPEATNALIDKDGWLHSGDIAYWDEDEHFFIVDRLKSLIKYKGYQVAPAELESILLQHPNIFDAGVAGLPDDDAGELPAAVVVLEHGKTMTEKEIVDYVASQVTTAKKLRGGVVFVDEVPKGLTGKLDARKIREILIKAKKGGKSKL
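Cell-free enzyme assay, 10nM P. pyralis luciferase, luciferin and ATP each at 10uM. Inhibition profiled over a 6-point titration, read as luminescence.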
SNCA viab count = GF-AFC viability counterscreen for inhibitors of alpha-synuclein gene (SNCA) expression | HEK-293-SNCA-luc viability, GF-AFC fluorescence, 24 h | Potency, µM (titrated, usually from 57.1 µM), for inactives: top-dose activity change, negative = cytotoxicity, most hits filed as cytotoxic | 150,000 compounds, 0.12% hits;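 note: potency is the fitted concentration of half-maximal effect; 0% = DMSO-treated cells and -100% = medium-only wells without cells; nearly all actives have a fitted effect of over 30% in size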
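HEK-293-SNCA-luc cells (1500/well) plated 24 h, then exposed 24 h to a dilution series; GF-AFC added 30 min at 37C, fluorescence 405/540 nm; normalised to medium-only and DMSO wells, Hill fit.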
NIH3T3 tox = Cytotoxic Profiling in NIH 3T3 Cell Line of Diverse Libraries Using Quantitative High-Throughput Screening; NIH 3T3 viability, CellTiter-Glo ATP luminescence, 48-72 h; 94,000 compounds, 4.3% hits; AID 1345082, 2018; Potency, µM (titrated, usually from 96.7 µM), without a hit: at the highest dose activity change, negative = cytotoxicity, most hits filed as inhibitors; note: potency is the fitted concentration of half-maximal effect; nearly all actives have a fitted effect of over 55% in size
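ATP-dependent luminescence (CellTiter-Glo) served as the viability signal for NIH 3T3 cells treated with compound for 48 or 72 hr at 37 °C.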
An asterisk follows results filed as active; i = inactive; ? = inconclusive; / = no result given; & = joins results of further samples; [ ] = dose if it differs, or a comment. Unless noted, calls come from the whole dose curve; as a rule, active = well fitted curve in the direction sought with a large enough effect; inconclusive = small, poorly fitted or top-dose-only effect, or another doubt; inactive = no such curve, though single readings can be large; an effect the other way counts as inactive or inconclusive. Unless noted, % is set by controls: 0 for no effect and ±100 for the full control effect.

SMILES | GPT2 inh | SNCA expr inhib | HEK cytotox | IP6K1 inhibitor | FLuc inh | SNCA viab count | NIH3T3 tox
CCc1ccccc1NC(=O)C(C)n1c(=O)cc(C)c2c(C)nn(-c3ccccc3)c21 (stereo not drawn) | / | 51%[activator] | / | -11 | / | -3% | /
O=C(NCc1ccccc1)N1CCCC(Cc2nncn2-c2ccccc2)C1 (stereo not drawn) | 4% | 21% | 4% | 0 | 0% | 10% | -10%
COc1ccc(F)cc1S(=O)(=O)NC1CCc2nnc(C)n2CC1 (stereo not drawn) | -3% | -12% | 0% | -14 | -13% | 0% | -6%
O=C(NCc1ccccn1)C1(Oc2ccc(Cl)cc2)CCNCC1 | i | 25% | 4% | -8 | 12% | -8% | 1%
CCOC(=O)c1ccc(-n2c(CCC(=O)O)ccc2-c2ccc(Br)cc2)cc1 | / | 25% | / | -10 | / | 3% | /
Cc1cc(Nc2cccc(C(F)(F)F)c2)nc2ccc(NC(=O)c3cccc(Cl)c3)cc12 | / | ? | / | 21 | / | -26% | /
O=C(NCCc1ccccc1)c1ccc2nnc(-c3cccnc3)n2c1 | -5%[88.5 µM] | -8%[87.6 µM] | ? | -1 | / | 3%[87.6 µM] | -14%[138 µM]
O=C(c1ccc(Cl)s1)N1CCC(n2cc(-c3nc(-c4ccccc4)no3)nn2)CC1 | i | 103%[activator] | ? | 0 | ? | 5% | ?
CCC(NC(=O)c1ccc2nc(-c3ccc(F)cc3)cn2c1)c1ncc(C)[nH]1 (stereo not drawn) | i | 53%[activator] | ? | -16 | 7.9µM* | -2% | ?
COC[C@@H]1CN(c2cnccn2)C[C@H]1C(=O)Nc1cccnc1 | i | -22% | 5% | 14 | -3% | -15% | -7%
COc1cc(NC(=O)c2cc(C)nc3c2c(C)nn3-c2ccccc2Cl)cc(OC)c1 | / | ? | / | 6 | / | -5% | /
CN1CCN(c2ccc3ncc(Nc4ccccc4-c4ccccc4)n3n2)CC1 | ? | ? | 40µM* | -8 | 12%[172 µM] | -12%[87.6 µM] | 25µM*
COc1ccc(CCn2c(=O)[nH]c3cc(C(=O)N4CCN(c5ccccc5)CC4)ccc3c2=O)cc1OC | / | -19% | / | 14 | / | 12% | /
Cc1cc(N2CCN(C)CC2)nc2ccc(NC(=O)Nc3ccccc3)cc12 | / | 54%[activator] | / | 19 | / | ? | /
Cc1ccc2c(=O)cc(C(=O)Nc3cccc(Cl)c3C)oc2c1C | / | 26% | / | 22 | / | 4% | /
O=S(=O)(c1ccc(C(F)(F)F)cc1)N1CCC(C2CCNC2)CC1 (stereo not drawn) | -17% | -3% | 79µM* | 19 | -8% | 2% | ?
COc1cccc(C(=O)N2CCC(N3C(=O)c4c(c(C)nn4-c4ccccc4)C3C)C2)c1 (stereo not drawn) | / | / | 35µM* | 9 | / | / | ?
O=C(COc1ccc(Cl)cc1)NCC(c1ccco1)S(=O)(=O)c1ccc(F)cc1 (stereo not drawn) | / | -12% | / | 9 | / | -3% | /
COc1ncccc1-c1cc2c(nc1OC)nc(CC1CC1)n2C | -17%[88.5 µM] | 8%[87.6 µM] | ? | 3 | -12%[172 µM] | 1%[87.6 µM] | ?
Cc1ccc(-c2nc(C3CC(=O)N(c4ccc(Cl)cc4)C3)no2)cc1C (stereo not drawn) | i | -8% | -27% | 5 | -11% | 12% | -20%
CN1c2cc(C(=O)NCCCc3ccccc3)ccc2C(=O)N2CCCCC21 (stereo not drawn) | i | -14% | ? | -16 | -26% | 29%[12.5 µM] | ?
O=C(c1ccsc1)N1CCCCCC1c1nnc(-c2ccccc2)o1 (stereo not drawn) | i | -28% | ? | -10 | 0% | -10% | -21%
CCn1nc(-c2ccccc2)c(-c2ccccc2)c(C(=O)Nc2nc(C)c(C(=O)N(C)C)s2)c1=O | / | -2% | / | 4 | / | 7% | /
COCCNS(=O)(=O)c1cc(C(=O)O)cc(-c2cccc(C(C)N(C)C)c2)c1 (stereo not drawn) | i | 21% | -3% | 0 | -2% | 8% | i
COc1ccc(C(=O)NCCc2noc(-c3ccncc3)n2)cn1 | i | 6% | -12% | 32 | -10% | -4% | -16%
CNC(=O)c1noc([C@@H]2CC(F)(F)CN2Cc2ccc[nH]2)n1 | i | -2% | -5% | -5 | -2% | -8% | 3%
COc1cccc(NC(=O)CCNS(=O)(=O)c2ccc3c(c2)CCCC(=O)N3)c1 | / | 22% | / | 0 | / | 7% | /
C[C@@H](NC(=O)Nc1ccc(Cl)cc1)c1onc(-c2ccc(F)cc2)c1C(=O)O | -3%[88.5 µM] | 1%[87.6 µM] | i | 17 | -27%[172 µM] | 7%[87.6 µM] | ?
O=C(NC1CCCCC1)N1CCC(N2CC3CC(C2)[C@H]2CCCC(=O)N2C3)CC1 (stereo partly drawn) | -32% | -1% | -6% | -3 | 12% | -5% | i
O=C(NC1CCN(c2cc(C(F)(F)F)ncn2)CC1)c1ccccc1Cl | ? | -29% | ? | 1 | 1% | -22% | -23%

Record cards (already shown). Values in the order: GPT2 inh | SNCA expr inhib | HEK cytotox | IP6K1 inhibitor | FLuc inh | SNCA viab count | NIH3T3 tox
Record of COCCNS(=O)(=O)c1cc(C(=O)O)cc(-c2cccc(C(C)N(C)C)c2)c1 (stereo not drawn) = i | 21% | -3% | 0 | -2% | 8% | i
Record of COc1ccc(C(=O)NCCc2noc(-c3ccncc3)n2)cn1 = i | 6% | -12% | 32 | -10% | -4% | -16%

Additional structures:
SMILES | GPT2 inh | SNCA expr inhib | HEK cytotox | IP6K1 inhibitor | FLuc inh | SNCA viab count | NIH3T3 tox
O=C(NCc1ccccc1)[C@@H]1Cc2nc[nH]c2CN1Cc1cc2ccccc2o1 | 1%[88.5 µM] | -4%[87.6 µM] | ? | -7 | -3%[172 µM] | 2%[87.6 µM] | ?
O=C(NCc1ccccc1F)C1CCN(c2ccnc3ccnn23)CC1 | 3% | -14% | 16µM* | 1 | / | 6% | ?
O=C1NCc2ccccc2CC12CCCN(Cc1ccc(Cl)cc1)C2 (stereo not drawn) | ? | -3% | ? | 8 | / | 1% | ?
CCc1ccccc1NC(=O)CN1C(=O)c2cccnc2Oc2ccc(Cl)cc21 | / | -1% | / | -7 | / | -4% | /
OCc1ccc(CN2Cc3[nH]cnc3C[C@H]2c2nc(-c3ccncc3)no2)o1 | 3%[88.5 µM] | 19%[87.6 µM] | -16%[172 µM] | 6 | ? | -2%[87.6 µM] | -16%[138 µM]
O=C(Cn1ncc2c3ccccc3n(Cc3ccccc3)c2c1=O)NCc1ccccn1 | / | 16% | / | 4 | / | -20% | /
CCOc1ccc(-c2nnc(SCC(=O)Nc3ccc(C)cc3Cl)o2)cc1 | / | -8% | / | 20 | / | 9% | /
Cc1cccc2c(=O)cc(CSc3ccccc3NC(=O)c3cccc(Cl)c3)[nH]c12 | / | 3% | / | -2 | / | ? | /
Cc1cc(C)cc(N2CCC(NC(=O)c3cc(C)ccc3C)C2=O)c1 (stereo not drawn) | i | -18% | ? | 10 | -13% | 16% | -26%
Cn1cnc(S(=O)(=O)N2CCC(C(=O)Nc3ccc(C#N)cc3)CC2)c1 | / | 18% | / | 4 | / | 15% | /

Some values from above.
`O=C(Cn1ncc2c3ccccc3n(Cc3ccccc3)c2c1=O)NCc1ccccn1` | SNCA expr inhib = 16%
`O=C1NCc2ccccc2CC12CCCN(Cc1ccc(Cl)cc1)C2` (stereo not drawn) | SNCA expr inhib = -3%
`CCOc1ccc(-c2nnc(SCC(=O)Nc3ccc(C)cc3Cl)o2)cc1` | SNCA expr inhib = -8%
`Cn1cnc(S(=O)(=O)N2CCC(C(=O)Nc3ccc(C#N)cc3)CC2)c1` | SNCA viab count = 15%

Next part:
SMILES | GPT2 inh | SNCA expr inhib | HEK cytotox | IP6K1 inhibitor | FLuc inh | SNCA viab count | NIH3T3 tox
C[S+](=O)([O-])NC1CC2(CCN(Cc3ccc(O)cc3)CC2)c2ccccc21 (stereo not drawn) | i | -7% | -13% | -2 | / | -1% | -22%
CC(C)C(=O)N1CCC2(CC1)N(c1ccccc1)C(=O)CS2(=O)=O | 2% | 36%[activator] | 0% | -8 | -8% | 11% | -11%
COc1ccc(-c2noc(-c3ccc(N4CCN(c5ccccc5)CC4)c([N+](=O)[O-])c3)n2)cc1OC | / | 18% | / | 3 | / | 8% | /
O=C(NCC(c1ccco1)S(=O)(=O)c1cccs1)c1ccc(C(F)(F)F)cc1 (stereo not drawn) | / | -6% | / | -6 | / | -3% | /
COc1ccc(C2Cn3nnc(C(=O)N4CCN(C(=O)Cc5ccccc5Cl)CC4)c3CO2)cc1 (stereo not drawn) | i | 4% | ? | 4 | 10% | 4% | 0%
Cc1cccc(N(CC(=O)N2CC[C@@](C)(O)[C@@H](O)C2)S(C)(=O)=O)c1 | i | 4% | i | -17 | -3% | 7% | 5%
Cc1ccc(NC(=O)N2CC[C@H]3C(=O)NCCCCCN(Cc4cccnc4)[C@@H]3C2)cc1C | -40% | -9% | -12% | -3 | -22% | -1% | -29%
O=C(NCCN1CCOCC1)c1ccc2nc(-c3ccnc(Cl)c3)oc2c1 | -1%[88.5 µM] | 27%[87.6 µM] | -15%[172 µM] | -5 | / | 2%[87.6 µM] | -8%[138 µM]
O=C(Cc1cccc(F)c1)N1CCC2(CC1)NC(=O)N(Cc1ccccc1Cl)C2=O | i | -11% | ? | 19 | 13% | 0% | ?
COc1ccc(C(=O)N2CCCN(c3cc(-c4ccc(Br)cc4)[nH]n3)CC2)cc1F | ? | ? | 40µM* | -5 | -16% | ? | 22µM*
COc1ccc(-c2ccc3ncc(Nc4ccccc4Cl)n3n2)cn1 | i | 2%[87.6 µM] | ? | -11 | 1%[172 µM] | -6%[87.6 µM] | -16%[138 µM]
CCOC(=O)c1ccc(NC(=O)C2=C(C)Nc3nc(SCc4ccc(Cl)cc4)nn3C2c2ccc(C)cc2)cc1 (stereo not drawn) | / | 4% | / | -4 | / | 13% | /
COc1ccc(-c2noc(-c3ccc(NC4CCCC4)c([N+](=O)[O-])c3)n2)cc1OC | / | 4% | / | 5 | / | 5% | /
Cc1ccc2ncc3c(-c4ccc(F)cc4)nn(-c4cccc(F)c4)c3c2c1 | / | 1% | / | 12 | / | -3% | /
Cn1c(=O)[nH]cc(CC(=O)NCc2cccnc2-n2ccnc2)c1=O | ? | -6% | 2% | 5 | 0% | -2% | i
N#Cc1ccc(CN2C(=O)c3ccccc3Sc3ccc(C(=O)OCc4ccco4)cc32)cc1 | / | -3% | / | 31 | / | 9% | /
c1cc(CN2CCCCC2)cc(OCCCNc2nc3ccccc3s2)c1 | -5%&1% | -16% | / | 5 | / | -3% | /
CNC(=O)[C@@H]1C[C@H](Oc2cccnc2)CN1C(=O)c1cc(C)n(C)n1 | -4% | ? | i | 0 | -7% | 17% | 1%

Only part of the results is shown; rates above refer to the full screens.
